# PMI act hi M6P – activators of human phosphomannose isomerase at near-saturating mannose 6-phosphate; coupled PMI enzyme assay, resazurin fluorescence, 20 min; stronger effect = higher value; 1 = untreated enzyme, 0 = substrate-free blank; activation factor at 20 µM; 190,000 tested, 0.34% active;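 active = activation factor of 2 or more at 20 µM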
# Target sequence (P34949 whole entry, looked up): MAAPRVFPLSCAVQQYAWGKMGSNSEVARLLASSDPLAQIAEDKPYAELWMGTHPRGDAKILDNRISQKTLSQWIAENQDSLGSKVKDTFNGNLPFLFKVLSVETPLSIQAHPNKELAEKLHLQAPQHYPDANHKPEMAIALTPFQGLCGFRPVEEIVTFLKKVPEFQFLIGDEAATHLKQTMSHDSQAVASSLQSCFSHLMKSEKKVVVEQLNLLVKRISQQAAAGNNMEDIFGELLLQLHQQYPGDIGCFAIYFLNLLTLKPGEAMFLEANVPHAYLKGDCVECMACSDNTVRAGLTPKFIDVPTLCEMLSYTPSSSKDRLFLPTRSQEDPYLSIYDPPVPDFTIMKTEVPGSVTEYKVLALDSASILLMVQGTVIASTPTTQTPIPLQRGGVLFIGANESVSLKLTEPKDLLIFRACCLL
#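 test system = human PMI in coupled enzyme assay | medium = HEPES-buffered pH 7.4 with magnesium and detergent | also added = 1.0 mM mannose-6-phosphate substrate with 0.22 mM NADP+ | compound = 20 µM single dose | times = 20 min incubation at room temperature | measured by = resorufin fluorescence (Ex 544/Em 590 nm) from resazurin via diaphorase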
# Diaph inh CS – counter-screen for diaphorase-based assays: diaphorase inhibitors and chemical oxidizers | 190,000 tested, 0.69% active | AID 1217 | diaphorase resazurin-to-resorufin fluorescence, NADH, 16 min; bacterial (C. kluyveri) enzyme, not human | inhibition, % at 20 µM;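 active = primary screen inhibition at 20 µM above a set limit, cut at about 50% in these data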;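 note: plate controls were DMSO with full reaction for no effect and wells lacking NADH for full effect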
#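 Assay system: diaphorase enzyme from Clostridium kluyveri. Quantity: enzyme working solution with 0.14 U/mL diaphorase. Schedule: reaction incubation of 16 min at room temperature. Technique: resorufin fluorescence, excitation 544 nm, emission 590 nm. Controls: No-NADH positive control and DMSO neutral control.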
# Hsp70 activator – switches on Hsp70 transcription | HeLa Hsp70 promoter luciferase reporter, luminescence; scaled: vehicle 0, proteasome-inhibitor control 100% | activation, % at 10 µM | 200,000 tested, 0.04% active;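 active = activation above the mean across all tested compounds plus 3 SD, cutoff set per campaign, cut at about 5.5% in these data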;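 note: 100% = MG132 at 30 µM as the positive control and 0% = DMSO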
# PMI activator – phosphomannose isomerase (human) activation | activation factor at 20 µM | AID 1214 | P34949 | 190,000 tested, 0.005% active | purified human PMI, coupled resazurin fluorescence, 20 min; stronger effect = higher value; 1 = vehicle control, 0 substrate-free wells;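 active = activation factor of 2 or more at 20 µM, relative to plate controls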
# L major viab – Leishmania major promastigote growth inhibition; inhibition, % at 10 µM; 200,000 tested, 9% active; Leishmania major promastigotes, resazurin fluorescence viability;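 note: promastigotes grown with compound for 44 hours at 28 °C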
# G6PDH CS – counter-screen for G6PDH assay hits: L. mesenteroides G6PDH inhibition; Purified L. mesenteroides G6PDH, diaphorase/resazurin coupled fluorescence, 45 min; inhibition, % at 5 µM; 200,000 tested, 0.12% active
# S1P3 antag – blocks the human S1P3 receptor. 170,000 tested, 0.27% active. inhibition, % at 4.98 µM. CHO S1P3 NFAT-BLA reporter, FRET fluorescence, antagonist mode;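 active = inhibition above the plate cutoff, the mean inhibition of test wells on that plate plus 3 SD, cut at about 28% in these data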;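 note: cells challenged with S1P at its EC80 of 0.8 µM; blue over green emission ratio from cleaved BLA substrate after 4 h stimulation; 0% = S1P-stimulated wells and 100% = unstimulated DMSO-only wells; some compounds past the cut are filed as inactive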
# Target sequence (Q99500 whole entry, looked up): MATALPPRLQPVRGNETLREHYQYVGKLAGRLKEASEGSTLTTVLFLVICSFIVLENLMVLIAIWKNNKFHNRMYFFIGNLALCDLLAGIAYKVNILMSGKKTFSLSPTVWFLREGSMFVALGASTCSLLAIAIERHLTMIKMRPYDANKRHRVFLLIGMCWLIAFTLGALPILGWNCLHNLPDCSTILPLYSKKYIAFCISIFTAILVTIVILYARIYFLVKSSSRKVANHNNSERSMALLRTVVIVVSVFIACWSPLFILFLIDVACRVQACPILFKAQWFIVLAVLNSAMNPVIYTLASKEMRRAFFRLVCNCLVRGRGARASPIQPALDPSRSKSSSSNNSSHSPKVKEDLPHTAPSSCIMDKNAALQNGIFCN
# Diaph act CS – diaphorase activation or chemical reduction counter-screen; Diaphorase/resazurin coupled assay, resorufin fluorescence, 16 min; stronger effect = higher value; 1 = vehicle wells, 0 = NADH-free wells; activation factor at 20 µM; 190,000 tested, 0.005% active; AID 1229;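 active = diaphorase activity raised at least twofold by the compound at 20 µM; inactive = activation factor below 2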
#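 System – purified diaphorase enzyme from Clostridium kluyveri · Input – enzyme 0.07 U/mL final · Also added – final NADH 0.114 mM, resazurin 0.1 mM · Measured by – fluorescence of resorufin, 544 nm excitation, 590 nm emission · Timing – 16 min enzyme reaction, ambient temperature · Measure – resorufin increase flagging diaphorase activators or reducers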
# TLR4 MyD88 comp – inhibitors of human TLR4-MyD88 binding; AID 861; inhibition, % at 8.4 µM; HeLa CL3-4 TLR4/MyD88 BLA complementation, FRET ratio; 200,000 tested, 0.18% active; O00206+Q99836; in the data active = inhibition above about 25%;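 note: 0% = vehicle and 100% = reference inhibitor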
# RAM network inh – blocks the yeast RAM network; inhibition, % at 50 µM; 190,000 tested, 1.8% active; AID 868; S. cerevisiae dse1pr::URA3 reporter, 5-FOA growth OD615, 2 d; analog-sensitive cbk1-as2 kinase mutant strain;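 active = inhibition above a set limit, 3 SD over mean compound inhibition, cut at about 8.4% in these data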;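 note: 0% = DMSO-only wells with no growth and 100% = 10 µM 1-NA-PP1 full growth; inhibition rescues growth on 5-FOA so higher OD means more RAM inhibition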
# DTT redox prof – compounds producing H2O2 with reducing agent – biochemical, NIH compound library profiling, artefact control for MLSCN library redox annotation, primary screen; DTT-dependent redox cycling H2O2, phenol red/HRP absorbance; 100% = 100 µM peroxide control, 0% = buffer; activation, % at 10 µM; 200,000 tested, 0.03% active;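 active = activation of at least 50% relative to the plate's high and low controls in the primary single-dose screen; inactive = activation below 50%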;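 note: compound incubated with DTT at 0.8 mM final as the reducing agent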
# Starred values were filed as active, the others as inactive; / = not tested or not shown. Cut-off read from the data, not from the text of the source, unless noted: active = inhibition above about 50%; inactive = the rest. Outcome played no part in choosing rows (roughly 12% active in at least one column).
SMILES,PMI act hi M6P,Diaph inh CS,Hsp70 activator,PMI activator,L major viab,G6PDH CS,S1P3 antag,Diaph act CS,TLR4 MyD88 comp,RAM network inh,DTT redox prof
COc1cc(-n2c(-c3ccccc3)n[nH]c2=S)c(OC)cc1Cl,0.9,15,-0.3,0.9,59*,1,-20,0.8,-7,2.9,7.5
O=C(CSCc1ccccc1)Nc1ccc(F)cc1F,1,-6,-0.2,1,5,10,-14,1.1,13,2.2,-1.1
Cc1ccc(C(=O)CN(C(=O)c2ccc(Cl)c(Cl)c2)N2C(=O)C3CCCCC3C2=O)cc1 (stereo unspecified),0.9,20,-0.2,0.9,-4,1,/,0.8,3,0.9,1.1
CCc1nnc(NC(=O)c2ccc(COc3ccccc3)o2)s1,1,6,-0.2,1,3,-6,-18,0.9,-2,3.4,2.9
COc1ccc(N(CC(=O)NC(C)(C)C)S(=O)(=O)c2ccccc2)cc1OC,1,15,0.0,0.9,-7,14,-26,0.9,-4,-0.9,-0.3
O=C(Nc1ccc(-c2nnc(-c3ccccc3)o2)cc1)c1ccc(Br)o1,/,/,0.2,/,-7,/,-7,/,-5,/,1.0
O=C(NC1CC1)c1ccc(CSCc2cccc(F)c2)o1,0.8,18,-0.1,1,2,-3,7,0.8,7,2.5,-0.7
CCC(CC)C(=O)Nc1cccc(/C(C)=N\NC(=O)c2ccc(C)s2)c1,0.8,7,0.3,0.9,-4,11,/,0.9,-12,0.7,2.9
COCCN1CCn2c(nc3cc(NC(=O)c4cccs4)ccc32)C1,1.9,-9,0.0,1.5,2,8,/,1.1,-5,1.1,0.5
C=CCn1c(N)c(C(=O)NCc2ccco2)sc1=S,1,11,0.0,1,17,-5,-12,0.9,-4,1.4,1.0
Cc1nn(Cc2c(Cl)cccc2Cl)c(C)c1NC(=O)Cn1nc([N+](=O)[O-])c(Cl)c1C,1,4,-0.2,1,20,1,3,1,1,13*,-0.1
CCOC(=O)c1c(NC(=O)c2cc3n(n2)C(C(F)(F)F)CC(c2ccccc2)N3)sc(C)c1C (stereo unspecified),0.9,9,-0.1,0.8,-4,-4,11,0.9,-11,5.0,0.6
Cc1ccc2c(c1)C1(C(=O)N2C)N2CC3(C)CN1CC(C)(C2)C3=O (stereo unspecified),1,15,0.1,0.9,-3,-2,-26,0.8,3,0.1,-1.2
NC[C@@]12CCCC1C1CCC2C1 (stereo partly specified),1,10,-0.2,1,-3,-6,-19,0.9,3,1.2,-0.1
Cc1cc(C(=O)COC(=O)Cc2n[nH]c(=O)c3ccccc23)c(C)n1-c1cccc(C(F)(F)F)c1,1,32,-0.6,0.9,1,-13,1,0.7,-2,3.4,-0.3
COc1ccc(CNCC(O)COCc2cccs2)cc1 (stereo unspecified),1,11,0.0,1,88*,-1,-44,0.9,-1,0.3,-2.4
CCCn1c(NCc2cccs2)nc2ccccc21,1.1,16,0.0,1.1,2,1,5,0.8,-7,0.1,1.9
O=C(CCN1CCN(c2ccccc2)CC1)Nc1ccc2c(c1)OCO2,1.1,-10,-0.3,1.1,-4,-4,14,1.1,12,2.5,-2.2
CCOC(=O)N1CCN(C(=O)CNS(=O)(=O)c2cccs2)CC1,1,11,-0.2,1,-6,6,/,0.9,-12,0.7,-0.3
O=S1(=O)CCN(Cc2ccccc2Cl)CC1,1,15,-0.2,1,-5,3,/,0.9,-18,2.4,-4.0
Cc1cc(-c2nsc(=O)o2)c(S(C)(=O)=O)s1,0.7,14,-0.3,0.5,-8,-10,-15,0.9,-16,1.2,0.2
Cc1cc(C(=O)COC(=O)CC2Sc3ccccc3NC2=O)c(C)n1-c1cccc(C(F)(F)F)c1 (stereo unspecified),0.9,34,-0.1,0.9,97*,0,-4,0.7,11,5.7,0.4
CCN(CC)C(=O)c1n[nH]c(=O)c2ccccc12,1,3,-0.3,1,-9,0,-27,1,13,0.8,2.0
CC(C)(C)C(=O)Nc1cc2nn(-c3ccccc3)nc2cc1Cl,1.1,11,-0.5,1.1,-5,8,/,0.9,0,3.0,0.6
C=CCn1cccc(C(=O)Nc2cc(OC)cc(OC)c2)c1=O,1.1,7,0.3,1,-2,0,-28,0.9,-12,0.4,-0.3
CC1(C)Cc2c(ccc3ccccc23)C(=O)N1,0.9,8,-0.1,1,39,6,/,0.9,0,2.5,1.8
Nc1c(-c2ccccc2)cnc2cc(-c3ccccc3)nn12,1,9,-0.1,1,3,1,6,0.9,-22,2.7,-1.2
CC1=Nc2ccccc2N=C(NC(=O)c2ccccc2)C1c1ccccc1 (stereo unspecified),0.8,21,0.6,0.8,54*,4,-9,0.8,11,1.1,0.7
CCOc1ccc(N2CCCCn3c2nc2c3c(=O)[nH]c(=O)n2C)cc1,0.9,8,/,1,/,3,/,0.9,/,/,/
CC(Sc1nc(-c2ccccc2)cc(C(F)(F)F)n1)C(=O)O (stereo unspecified),/,/,-0.1,/,-4,5,-22,/,-5,1.5,4.2
CC(C)(C)NC(=S)NNC(=O)c1ccc2ncccc2c1,1.1,-10,0.2,1.1,-3,-1,-12,1.1,-12,1.1,0.8
CC(=O)c1ccccc1OCCOCCOCCOc1ccccc1C(C)=O,1,13,-0.3,1,-4,7,-1,0.9,6,0.0,0.1
COc1cccc(CNC(=O)Cn2cc3c(n2)CCCC3)c1,1,-4,-0.1,1,-9,-11,6,1,6,0.8,-1.2
CCc1ccc(NC(=S)NC2CCN(Cc3ccccc3)CC2)cc1,1.1,2,-0.1,1,96*,5,9,1,-7,0.0,0.1
Cc1cc(C(F)(F)F)nn1CC(=O)NCc1cccs1,1,2,0.2,0.9,-6,-1,-4,1,-12,1.0,-0.6
COc1ccccc1-n1c(SCC(N)=O)nc2c(c1=O)SCC2,1,18,0.1,0.9,-5,-2,-19,0.8,-10,-1.0,0.3
Nc1nc2c(Cl)ccc(Cl)c2s1,0.9,8,-0.3,1.1,20,4,-17,0.9,16,1.4,-0.2
CC(=O)c1ccc(CCCC(=O)O)cc1,0.9,22,0.4,1,-9,4,-6,0.8,0,-0.1,2.6
CCn1c(SCC(=O)Nc2nccs2)nnc1-c1cc2cccc(OC)c2o1,1,6,-0.1,1,1,14,9,0.9,1,5.6,-0.1
COCCCNC(=O)c1cc2cc(Br)ccc2oc1=O,1,24,-0.5,0.9,-1,4,-9,0.8,1,2.6,-1.3
Cn1cc(C(=O)N2CCN(c3ccccn3)CC2)c(=O)c2cc(S(=O)(=O)N3CCOCC3)ccc21,1,3,0.4,1.2,-4,12,-24,1,-4,0.7,2.2
CN(C)c1ccc(/C=C2\NC(=S)N(Cc3ccccc3)C2=O)cc1,0.8,30,0.0,0.8,97*,4,/,0.7,24,3.4,8.4
CC1=CC(C)(C)N(C(=O)c2ccc(F)cc2)c2cc3c(cc21)OCO3,0.9,6,-0.1,0.9,36,5,39,0.9,-11,2.5,1.5
C=CCn1c(N)c(C(=O)NCCC2=CCCCC2)sc1=S,0.9,19,0.2,0.7,2,18,/,0.8,-6,3.2,2.9
COCCNC(=O)c1cc(-c2cccc(OC)c2)on1,1,20,0.0,1,-2,4,5,0.8,9,-1.4,2.1
CC(C)CN1C(=O)c2ccc(NC(=O)c3cccs3)cc2C1=O,0.9,23,-0.4,0.8,19,2,/,0.8,-5,3.5,0.4
CN(C(=O)c1cc2n(n1)C(C(F)(F)F)CC(c1ccco1)N2)c1ccccc1 (stereo unspecified),1,7,-0.2,1,13,5,14,0.9,-18,-0.9,0.7
CC1(C)CC(=O)C=C(Nc2ccc(F)cc2F)C1,1.1,-11,0.3,1,-2,7,11,1.1,7,-0.3,-0.2
CC1CCN(C(=S)NC(=O)c2cccs2)CC1,1,13,-0.3,1,-7,0,-12,0.9,9,-0.5,-0.6
Cc1ccc(N2CN(Cc3cccnc3)CNC2=S)cc1,1,16,-0.3,0.9,47,2,-13,0.8,1,0.4,0.1

# An excerpt from above with just TLR4 MyD88 comp and Diaph act CS:
structure | TLR4 MyD88 comp | Diaph act CS
CN(C(=O)c1cc2n(n1)C(C(F)(F)F)CC(c1ccco1)N2)c1ccccc1 (stereo unspecified) | -18 | 0.9
CC1(C)CC(=O)C=C(Nc2ccc(F)cc2F)C1 | 7 | 1.1

# Other structures follow.
SMILES,PMI act hi M6P,Diaph inh CS,Hsp70 activator,PMI activator,L major viab,G6PDH CS,S1P3 antag,Diaph act CS,TLR4 MyD88 comp,RAM network inh,DTT redox prof
CN(C)CCN(C(=O)c1ccc(N2C(=O)CCC2=O)cc1)c1nc2cc3c(cc2s1)OCO3,1.1,-4,-0.1,1.2,-7,-2,0,1,-4,0.1,-0.5
Cc1ccc(C(=O)N/C(=C/c2cccs2)C(=O)NCCc2c[nH]c3ccccc23)cc1,0.9,15,-0.2,0.8,4,-2,-4,0.9,10,6.7,-0.1
Cc1cc(C)n(-c2ccc(C(=O)C(C#N)c3nc4ccccc4n3C)cc2)n1 (stereo unspecified),0.9,18,0.0,0.9,22,4,-8,0.8,5,3.9,2.0
CCOc1ccc(NC(=S)NCCCc2ccccc2)cc1,0.9,17,-0.6,0.9,-1,9,4,0.8,18,3.1,-0.4
COc1ccc(S(=O)(=O)N2CCCC2)c(C)c1C,1.1,-6,-0.4,1.1,-1,6,-12,1.1,-4,2.8,0.3

# Single records (already shown). Order of values: PMI act hi M6P, Diaph inh CS, Hsp70 activator, PMI activator, L major viab, G6PDH CS, S1P3 antag, Diaph act CS, TLR4 MyD88 comp, RAM network inh, DTT redox prof
# Cc1ccc(N2CN(Cc3cccnc3)CNC2=S)cc1 is listed with 1, 16, -0.3, 0.9, 47, 2, -13, 0.8, 1, 0.4, 0.1
# CC1CCN(C(=S)NC(=O)c2cccs2)CC1 is listed with 1, 13, -0.3, 1, -7, 0, -12, 0.9, 9, -0.5, -0.6
# Cc1cc(C(=O)COC(=O)Cc2n[nH]c(=O)c3ccccc23)c(C)n1-c1cccc(C(F)(F)F)c1 is listed with 1, 32, -0.6, 0.9, 1, -13, 1, 0.7, -2, 3.4, -0.3
# CCc1nnc(NC(=O)c2ccc(COc3ccccc3)o2)s1 is listed with 1, 6, -0.2, 1, 3, -6, -18, 0.9, -2, 3.4, 2.9
# CC(C)(C)NC(=S)NNC(=O)c1ccc2ncccc2c1 is listed with 1.1, -10, 0.2, 1.1, -3, -1, -12, 1.1, -12, 1.1, 0.8

# From PubChem
